Compound activity as filed in PubChem.
GASC-1 inh: inhibitors of human GASC-1 (JMJD2C) demethylase. 330,000 tested, 0.069% active. Q9H3R0. inhibition, % at 2.35 µM. GST-JMJD2C(1-420) H3K9me3 demethylation, DELFIA europium;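 active means more than half of a compound's replicate wells show inhibition beyond 50%, single wells judged on their own value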;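 further: signal counts dimethyl H3K9 product captured on neutravidin plate; 0% = median of DMSO wells and 100% = 0.3 times that DMSO median; strong numbers were not always called active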
Target sequence (Q9H3R0 1-420 limits assumed): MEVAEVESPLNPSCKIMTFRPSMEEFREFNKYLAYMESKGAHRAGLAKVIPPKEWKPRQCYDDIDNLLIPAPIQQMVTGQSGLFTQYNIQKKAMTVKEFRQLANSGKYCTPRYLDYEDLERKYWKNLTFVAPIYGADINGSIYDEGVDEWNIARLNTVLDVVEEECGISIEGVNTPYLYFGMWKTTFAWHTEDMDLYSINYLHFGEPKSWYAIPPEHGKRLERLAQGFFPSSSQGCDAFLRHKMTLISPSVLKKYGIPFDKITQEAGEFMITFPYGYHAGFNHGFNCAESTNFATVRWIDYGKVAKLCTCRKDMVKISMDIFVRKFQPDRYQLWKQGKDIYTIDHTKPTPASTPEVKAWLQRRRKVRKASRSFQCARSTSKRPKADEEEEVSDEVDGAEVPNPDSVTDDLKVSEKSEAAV
Fh CTSL1 inh: cathepsin L1 inhibition, PFM18AAP counter-screen | recombinant F. hepatica cathepsin L1, Z-Leu-Arg-MCA fluorescence | 300,000 tested, 0.49% active | inhibition, % at 5.96 µM;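 active means inhibition above the mean of all tested compounds plus 3 SD, set per screening campaign, cut at about 17% in these data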;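 further: 0% = plate median of test compound wells and 100% = 1 µM Z-Phe-Ala-diazomethylketone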
procasp7 counter: activates human procaspase-7, counter-screen for procaspase-3 activators; 330,000 tested, 0.093% active; activation, % at 8.5 µM; AID 463210; recombinant procaspase-7, Ac-DEVD-pNA absorbance 405 nm; D23A/D198A/D206A triple mutant, cannot self-cleave; scale: DMSO 0, 5 µM enzyme 100; P55210;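 active means percent activation above the screen-wide mean plus 3 SD, cut at about 25% in these data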
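Assay system: Uncleavable procaspase-7 mutant enzyme / Input: 2 µM procaspase-7 mutant as dispensed / Dosing: single nominal 8.5 µM compound dose, 0.8% DMSO final / Timing: 1 h enzyme–compound preincubation and 2 h substrate reaction, both 25 °C / Detection: p-Nitroaniline absorbance at 405 nm, read at 0 and 120 min / Replication: singlicate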
GRK2 inh: inhibitors of human GRK2 displacing RNA aptamer; P25098; bead flow cytometry, FAM-aptamer displacement from GRK2; inhibition of aptamer binding, % at 10 µM; 330,000 tested, 0.59% active; AID 488847;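 active means inhibition of aptamer binding above 40%, roughly 3 SD of noise, on plates passing a quality check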;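 further: median bead fluorescence of bound FAM aptamer so fluorescent compounds give negative values; no value below 0 was filed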
PP5 inh: blocks human protein phosphatase 5 activity | purified PP5c, OMFP substrate fluorescence | 320,000 tested, 0.18% active | inhibition, % at 6.7 µM | AID 1987 | P53041;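 active means inhibition above the campaign's mean inhibition across all tested compounds plus 3 SD, cut at about 9.5% in these data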;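 further: 0% = DMSO only and 100% = 100 µM cantharidin control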
Target sequence (P53041 whole entry, looked up): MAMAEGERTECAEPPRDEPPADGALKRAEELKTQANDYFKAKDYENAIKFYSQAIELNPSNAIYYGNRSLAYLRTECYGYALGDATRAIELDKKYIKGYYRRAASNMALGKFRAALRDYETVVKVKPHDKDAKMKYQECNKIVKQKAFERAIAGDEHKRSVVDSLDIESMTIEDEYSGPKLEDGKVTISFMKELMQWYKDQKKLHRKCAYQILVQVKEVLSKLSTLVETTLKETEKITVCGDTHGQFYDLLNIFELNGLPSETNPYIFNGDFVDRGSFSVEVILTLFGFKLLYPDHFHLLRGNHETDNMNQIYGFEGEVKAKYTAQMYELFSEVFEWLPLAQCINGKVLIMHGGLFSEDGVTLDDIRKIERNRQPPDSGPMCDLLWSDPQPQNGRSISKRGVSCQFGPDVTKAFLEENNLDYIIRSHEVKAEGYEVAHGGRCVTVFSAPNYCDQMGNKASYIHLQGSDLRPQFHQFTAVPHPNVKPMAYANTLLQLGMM
PP1 counter: counter-screen for PP5 inhibitors: inhibitors of human PP1-alpha; purified PP1alpha, OMFP fluorescence; inhibition, % at 6.7 µM; AID 2235; 320,000 tested, 0.9% active; P62136;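 active means inhibition above the mean inhibition of all tested compounds plus 3 SD, computed separately for each screening campaign, cut at about 15% in these data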
proCasp3 act: procaspase-3 (human) activation. recombinant procaspase-3 D3A, Ac-DEVD-pNA absorbance 405 nm. activation, % at 8.5 µM. 330,000 tested, 0.11% active;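 active means activation above the mean of all tested compounds plus 3 SD, cut at about 21% in these data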;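 further: 0% = DMSO alone and 100% = DMSO wells spiked with extra 5 µM PC-3 D3A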
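Assay system – Procaspase-3 D3A mutant, all three cleavage aspartates alanine · Controls – DMSO-only low control, 5 µM PC-3 D3A high control · Schedule – 1 h compound preincubation, 2 h substrate hydrolysis at 25 °C · Signal – 405 nm absorbance of p-nitroaniline, reads at 0 and 120 min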
HCV core dimer: HCV core protein dimerization inhibition | TR-FRET GST/Flag-core106 dimerization, 1536-well | inhibition, % at 5 µM | 300,000 tested, 0.33% active | AID 1899;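 active means inhibition above the mean of all tested compounds plus 3 SD, set per screening campaign, cut at about 45% in these data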
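Assay system – GST-tagged and Flag-tagged HCV core protein residues 1-106 · Quantity – core106 proteins, GST 13.5 nM and Flag 17 nM · Benchmarks – unlabelled core106 and no-GST-core106 wells · Read-out basis – percent inhibition of core106 dimerization signal · Detection – time-resolved FRET, ex 340 nm, em 617 and 671 nm · Schedule – 4 h at 22.5 °C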
VLA-4 inh: inhibition in a human VLA-4 binding assay; 330,000 tested, 0.2% active; inhibition, % (about 7 µM as worked out from the volumes in the protocol); VLA-4 expressing cells, ligand binding flow cytometry; P13612; in the data active means inhibition above about 50%
* marks the source's active call; other numbers are inactive results; nt = not tested or not shown; & = joins results of further samples.

SMILES	GASC-1 inh	Fh CTSL1 inh	procasp7 counter	GRK2 inh	PP5 inh	PP1 counter	proCasp3 act	HCV core dimer	VLA-4 inh
CCCc1nc2oc3c(NCCOCCO)ncnc3c2c2c1COC(C)(C)C2	-4	-1	-8	0	2.0	0	13	-3	-4
CN(Cc1cnn(Cc2ccccc2)c1)C(=O)c1cccc(S(=O)(=O)N2CCOCC2)c1	nt	nt	8	0	1.4	-1	-4	nt	12
CC(=O)c1c(C)[nH]c(C(=O)NCc2ccc(F)cc2)c1C	11	1	-12	0	2.4	-3	1	0	1
Cc1ccc(C(=O)NCCCn2ccnc2)cc1[N+](=O)[O-]	32	4	4	0	1.0	-1	2	-4	8
COC(=O)C1=C(C)N=c2s/c(=C/c3cccs3)c(=O)n2C1c1ccc(F)cc1 (configuration not stated)	2	3	-1	0	1.4	-3	4	1	-1
Cc1ccc(OCC(=O)N2N=C(C(F)(F)F)CC2(O)C(C)(C)C)cc1C (configuration not stated)	-2	7	-4	0	5.6	-5	-3	2	28
CCCCn1c(=O)[nH]c(=O)c2c1nc(-c1cc(Br)ccc1OC)n2C	-2	-1	7	2	3.0	-3	4	7	-6
CCOc1ccccc1NC(=O)CCNC(=O)c1ccco1	-8	-1	8	1	0.4	0	-6	-1	6
COc1ccc(-c2nc(-c3cccnc3)no2)cc1OC	-7	6	0	0	-1.5	-5	0	3	5
COc1ccc(CNc2nc3ccccc3n2C)c(O)c1	-6	-6	7	0	2.7	-3	-2	-2	5
Nc1nc(SCc2ccc(Cl)cc2)ns1	4	12	-7	4	-3.4	3	8	4	-7
COc1ccc(CC2(CO)CCN(Cc3cccc4nccnc34)CC2)cc1	-3	1	2	2	2.8	-4	-8	-7	-1
O=C(Nc1ccc(-c2ccccc2)cc1)c1ccc2c(c1)S(=O)(=O)c1ccccc1C2=O	-5	-2	-10	0	0.3	2	3	15	-13
CCOC(=O)C1CCCCN1Cc1ccc(OC)c(OC)c1 (configuration not stated)	0	0	-4	2	0.2	-3	2	7	4
CCC1Oc2ccccc2N(CC(=O)NCCN2CCCC2)C1=O (configuration not stated)	1	6	-3	0	-1.7	-4	3	-7	-4
CC1CN(C(=S)NC(=O)c2ccc(Cl)cc2)CC(C)O1 (configuration not stated)	4	5	-3	2	0.1	-2	-5	-1	0
OCCN1CCN(C(=S)NCCc2ccccc2)CC1	79	-1	10	0	-0.1	-2	-4	-5	2
COc1cc2[nH]c(=O)n(CCCCCC(=O)NCCCN3CCOCC3)c(=O)c2cc1OC	-7	0	10	0	-1.3	1	5	2	5
O=C(O)CNS(=O)(=O)c1ccc(C2CCCCC2)cc1	-7	1	3	2	0.9	-2	-2	2	2
C/C(=N\NC(=S)Nc1ccc(C)cc1)c1cccc(N)c1	23	1	0	2	2.4	-5	4	10	1
CCOC(=O)C1CCCN(C(=O)Cn2nc(C)n3nc(-c4ccccc4)cc3c2=O)C1 (configuration not stated)	3	-2	-4	3	-2.1	-1	-2	3	-4
COc1ccc(C(=O)c2sc3nc(-c4ccccc4)ccc3c2N)cc1	-5	2	-41	6	0.8	-2	-28	-18	-121
CC1(C)CC(=O)C2=C(C1)NC(=O)CC2c1cc2c(cc1Br)OCO2 (configuration not stated)	-6	0	0	5	0.7	1	1	-7	-1
COc1ccc(CCNC(=O)CSc2nc(-c3ccco3)cc(C(F)(F)F)n2)cc1	0	1	-3	0	4.3	-1	-2	3	12
CCCCn1c(=O)n(CC(=O)Nc2ccc(OC)c(Cl)c2)c(=O)c2c1nc(CO)n2CCC	7	1	18	6	4.8	-2	2	1	3
O=C(NCC(c1ccco1)N1CCCC1)c1ccc(S(=O)(=O)Nc2ccccc2Cl)cc1 (configuration not stated)	5	nt	5	5	0.5	0	1	nt	-4
COc1ccc(-n2c3c(c(=O)[nH]c2=O)C(NC(=O)c2ccncc2)(C(F)(F)F)C(=O)N3)cc1 (configuration not stated)	-19	5	6	3	-1.1	-2	3	1	8
O=C(N/N=C/c1cccnc1)c1cc(-c2ccccc2)nc2ccccc12	-6	1	10	1	4.1	3	3	-2	18
CCc1ccc(N(C)S(=O)(=O)c2ccc3[nH]cc(C(=O)NCCN4CCOCC4)c(=O)c3c2)cc1	-5	6	-6	0	1.5	7	-2	-2	7
O=C(OCCN1CCOCC1)c1cccs1	-8	-4	-15	1	3.0	1	0	-4	7

Limited to GRK2 inh and proCasp3 act, for 4 of the compounds above:
SMILES	GRK2 inh	proCasp3 act
CC1CN(C(=S)NC(=O)c2ccc(Cl)cc2)CC(C)O1 (configuration not stated)	2	-5
OCCN1CCN(C(=S)NCCc2ccccc2)CC1	0	-4
COc1cc2[nH]c(=O)n(CCCCCC(=O)NCCCN3CCOCC3)c(=O)c2cc1OC	0	5
O=C(O)CNS(=O)(=O)c1ccc(C2CCCCC2)cc1	2	-2

Some of the entries so far, in CSV form.
smiles,GASC-1 inh,Fh CTSL1 inh,procasp7 counter,GRK2 inh,PP5 inh,PP1 counter,proCasp3 act,HCV core dimer,VLA-4 inh
CCc1ccc(N(C)S(=O)(=O)c2ccc3[nH]cc(C(=O)NCCN4CCOCC4)c(=O)c3c2)cc1,-5,6,-6,0,1.5,7,-2,-2,7
O=C(OCCN1CCOCC1)c1cccs1,-8,-4,-15,1,3.0,1,0,-4,7

Following part
SMILES	GASC-1 inh	Fh CTSL1 inh	procasp7 counter	GRK2 inh	PP5 inh	PP1 counter	proCasp3 act	HCV core dimer	VLA-4 inh
CCC(=O)NCCCc1nc(-c2ccccc2)no1	-9	1	-6	4	0.3	-1	4	-5	11
COCCNC(=O)c1ccccc1NC(=O)c1ccccc1N(C)S(C)(=O)=O	5	-2	-5	0	-0.1	-4	0	-8	13
NC(=S)c1ncc(C(F)(F)F)cc1Cl	1	0	-4	0	0.2	-2	3	1	3
Cc1cc(C)cc(N(C(=O)c2csnn2)C(C(=O)NC(C)(C)C)c2ccncc2)c1 (configuration not stated)	-29	-2	-4	1	0.0	1	2	-6	20
Cc1ccc(Nc2c([N+](=O)[O-])ccc3c2=NC2(CCCCC2)N=3)cc1	9	-1	4	0	2.4	2	2	-20	-6
CC1CN(C(=S)Nc2cccc(Cl)c2Cl)CC(C)O1 (configuration not stated)	-4	-1	-13	5	0.3	1	-7	10	12
O=C(c1cc(S(=O)(=O)N2CCCCC2)ccc1Cl)N1CCOCC1	8	-4	-2	1	3.8	-2	8	-12	1
COc1ccc(C)cc1N(CC(=O)Nc1cccnc1)S(=O)(=O)c1ccc(C)cc1	-6	-3	11	4	-0.7	0	0	4	18
Cc1noc(C)c1C(=O)N(CC(=O)Nc1ccccc1Br)Cc1ccco1	-3	nt	5	0	-0.5	-4	3	nt	3
Cc1ccc(-n2nnnc2-c2nc3ccccc3s2)cc1	-2	2	-2	0	2.2	0	-1	3	10
C(=N\Nc1nnnn1-c1ccccc1)/c1ccncc1	4	-2	2	1	-2.7	-1	-2	-3	3
Cc1ccc(Sc2nc(-c3ccccc3)nnc2C(F)(F)F)cc1	1	-1	2	2	2.1	-1	7	0	18
Cc1cc(C)cc(OCC(=O)OCC(=O)NC2CCCC2)c1	7	nt	0	0	4.2	-4	-1	nt	-13
CCN(CC)S(=O)(=O)c1cccc(C(=O)N/N=C(\C)c2ccc(O)cc2O)c1	6	0	-47	0	-2.6	-5	-55	0	-23
O=C(CS(=O)(=O)Cc1ccccc1)N1CCN(C(=O)c2ccco2)CC1	0	-5	10	0	0.8	-4	11	-1	3
CC(c1nnc(SCC(=O)N2CC(=O)Nc3ccccc32)n1Cc1ccccc1)N(C)C (configuration not stated)	-1	-5	-3	3	-2.7	-2	-10	-13	-3
Fc1ccccc1N1CCN(C2CCCN(Cc3cccc(C(F)(F)F)c3)C2)CC1 (configuration not stated)	-6	2	-13	0	3.1	2	1	-2	0
COC(=O)Cn1c(=N)n(CCN2CCCCC2)c2ccccc21	-1	-2	3	0	4.3	-2	-6	4	9
CCOC(=O)N1CCN(Cc2cn3ccccc3n2)CC1	5	1	2	2	3.7	1	7	-6	-6
N#CCC(CNc1ncc(C(F)(F)F)cc1Cl)OC(=O)c1c(F)cccc1F (configuration not stated)	-3	1	2	0	7.9	6	5	2	-9
O=S(=O)(c1ccccc1)N1CCN(c2ncnc3scc(-c4ccccc4)c23)CC1	0	3	-2	1	1.1	7	-1	-96	-4
CC1(C)OC(=O)N(c2ccccc2)C12C=Cc1cc(Br)ccc1O2 (configuration not stated)	14	7	3	0	4.2	0	-9	5	1
Cc1ccc(C)c(/C=C/C(=O)c2ccccc(=O)c2O)c1	18	-3	-4	1	1.5	14	-18	5	-4
CC(=O)Nc1ccc(SCC(=O)NCCc2ccc(F)cc2)cc1	-6	4	-10	0	-2.3	0	0	-12	1
CN1CCN(CC(=O)NC23CC4CC(CC(C4)C2)C3)CC1	15	0	-1	4	-1.7	-4	-10	-4	5
COc1ccc(OC)c(C(C[N+](=O)[O-])c2c(C)cc3ccccn23)c1 (configuration not stated)	9	1	2	7	-1.6	7	-2	12	2
Clc1cccc(-c2nnc(SCc3nc4ccccc4[nH]3)n2Cc2ccco2)c1	3	0	-3	0	2.1	2	-3	6	10
CCN(CC)CCn1c(=N)n(CC(O)c2ccc(OC)c(OC)c2)c2ccccc21 (configuration not stated)	4	10	-9	0	-8.2	-11	-6	1	-3
Cc1ccc2oc(-c3cccc(NC(=O)/C=C/c4cccc([N+](=O)[O-])c4)c3C)nc2c1	20	3	0	1	2.8	-1	-5	22	24
CCCCNC(=O)CCCCC(=O)N/N=C/c1ccccc1Cl	-4	1	4	5	2.9	1	-7	-6	nt
CCNC(=O)NC(=O)C(C)OC(=O)CNS(=O)(=O)c1c(Cl)cc(Br)cc1Cl (configuration not stated)	-5	-28	5	0	2.0	1	-2	0	5
O=C(COc1ncnc2ccc(Br)cc12)Nc1ccc(N2CCOCC2)cc1	-19&-14	1	5	0	-1.3	-1	4	-3	34
Cc1nc(NC(=O)/C=C/c2ccccc2)sc1C(=O)Nc1ccc(Cl)cc1	0	3	-1	0	-1.4	5	6	9	-1
CC1(C)CC(=O)c2cc(OCC(=O)NCCCN3CCN(c4ccc(F)cc4)CC3)ccc2O1	0	-1	1	0	2.5	3	4	1	-3
O=C(CN1CCCC1c1cccs1)N1CCN(S(=O)(=O)c2cccc(F)c2)CC1 (configuration not stated)	nt	nt	-12	0	1.8	-2	1	nt	-8
Cc1cc(O)c(NC(=O)c2ccco2)cc1C	-4	-2	3	0	-2.9	-4	-5	-7	-4
O=C(NCCCn1ccnc1)c1ccc(-c2ccccc2)cc1	5	0	12	0	0.3	-2	-1	-19	45
O=c1ncn(-c2ccccc2F)c2ncccc12	9	0	6	0	0.7	-3	2	-2	-1
COc1ccc(C(=O)Nc2ccc(Cl)cn2)cc1Cl	-7	3	6	0	2.5	-2	0	-5	14
CCOC(=O)c1nn(-c2ccccc2F)c2nc(-c3ccco3)c(C#N)c(=O)n12	3	7	-2	0	3.4	1	-3	-9	3
